# TrxR1 substrate: is turned over as a substrate by rat TrxR1 | purified TrxR1 substrate turnover, NADPH consumption readout | Potency, µM (titrated, usually from 114 µM), inactives show top-dose activity change, negative = substrate turnover | 0.01% of 390,000 active | AID 588456; note: potency is the fitted concentration of half-maximal effect; % is set by controls: 0 for no effect and ±100 for the full control effect; nearly all actives have a fitted effect of over 50% in size
#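 Rat TrxR1, dispensed at 90 nM, was prereduced with 400 uM NADPH (final) for 5 min at ~22 deg C, then incubated with compound 15 min before 400 uM selenite. A first-read NADPH fluorescence drop versus no-compound background flagged substrates.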
# LDHA block: LDHA (human) enzyme inhibition. AID 1347041. P00338. 0.15% of 480,000 active. activity change, % (values are at about 110 or 230 µM). purified LDHA, NADH/diaphorase-resazurin fluorescence; stronger effect = lower value; in the data active = activity change below about -30%; inconclusive = mostly about -25% to -30%;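 note: plate controls were DMSO wells for no effect and wells without enzyme for full effect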
#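 LDH5 2 nM; NADH 0.06 mM, pyruvate 0.2 mM; 200 mM Tris pH 7.4, EDTA, Tween-20; 5 min RT. Detection: diaphorase 0.133 mg/mL + resazurin 37 µM, fluorescence ex540/em590 at 0 and 20 min; normalized to enzyme-free and DMSO wells.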
# Glioma ERSR ind: inducers of ER stress response in human glioma cells; U87-MG GRP78 promoter luciferase reporter, 16 h; Potency, µM, for inactives: at the top dose activation, hits mostly activators; 0.02% of 420,000 active; AID 602332; note: potency is the fitted concentration of half-maximal effect; series mostly up to about 76 µM; % of control where 0% means no effect; nearly all actives have a fitted effect of over 35% in size
#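 Stably transfected U87-MG glioma cells carrying a GRP78-based luciferase sensor; 16 h compound incubation. Luminescence end-point read 10 min after Bright-Glo addition at room temperature.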
# PI4K2A block: inhibitors of human PI4K2A. purified PI4K2A, ADP-Glo luminescence, 1 h; stronger effect = lower value. activity change, negative = inhibition, % at 76.9 µM. 0.13% of 420,000 active; in the data active = activity change below about -50%; inconclusive = mostly about -30% to -49%;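 note: -100% = wells without enzyme as full effect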
# Target sequence (Q9BTU6 whole entry, looked up): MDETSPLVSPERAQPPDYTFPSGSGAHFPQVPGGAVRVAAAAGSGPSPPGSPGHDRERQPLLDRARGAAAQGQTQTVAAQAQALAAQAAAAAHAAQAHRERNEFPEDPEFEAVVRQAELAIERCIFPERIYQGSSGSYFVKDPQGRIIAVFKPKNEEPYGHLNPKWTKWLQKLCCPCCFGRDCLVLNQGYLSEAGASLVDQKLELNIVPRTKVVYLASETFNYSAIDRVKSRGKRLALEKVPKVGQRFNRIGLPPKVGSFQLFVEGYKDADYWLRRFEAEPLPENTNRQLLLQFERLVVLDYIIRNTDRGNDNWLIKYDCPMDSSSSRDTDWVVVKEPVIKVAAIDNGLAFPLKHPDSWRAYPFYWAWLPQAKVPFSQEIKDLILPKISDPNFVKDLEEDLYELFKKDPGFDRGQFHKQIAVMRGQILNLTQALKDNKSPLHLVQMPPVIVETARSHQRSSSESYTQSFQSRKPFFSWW
#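 In this quantitative HTS, ADP production by PI4K2A was quantified luminescently after 1 h at ambient temperature; 100 microM adenosine served as plate-quality control.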
# USP1 inh: USP1/UAF1 (human) deubiquitinase inhibition | 0.23% of 390,000 active | Potency, µM (top dose mostly 57.1 µM), for inactives: at the top dose activity change, negative = inhibition, usual class: inhibitors | recombinant USP1/UAF1, Ub-Rhodamine cleavage fluorescence; note: potency is the fitted concentration of half-maximal effect; % is set by controls: 0 for no effect and ±100 for the full control effect; nearly all actives have a fitted effect of over 60% in size; inactives centre near -12
#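 Step one: compound is pinned into 1nM USP1/UAF1 in HEPES pH 7.8 buffer with TCEP. Step two: 15 min room-temperature incubation. Step three: Ub-Rho (150nM final) starts cleavage, tracked by fluorescence over six one-minute reads.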
# RXFP1 ag: RXFP1 (human) receptor agonism | Q9HBX9 | Potency, µM (top dose mostly 57.5 µM), for inactives: top-dose activation, actives largely listed as activators | 0.3% of 370,000 active | HEK293T-RXFP1 cAMP TR-FRET, 30 min; response scale: percent of porcine relaxin response, buffer zero; note: potency is the fitted concentration of half-maximal effect; % is set by controls: 0 for no effect and ±100 for the full control effect; nearly all actives have a fitted effect of over 60% in size; many of its hits are not listed in these tables
#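 cAMP rise read by TR-FRET after 30 min, 37C compound exposure (up to 58 uM) in RXFP1-transfected HEK293 cells with Ro 20174 present. EC50 from Hill-equation fits, with 29 nM porcine relaxin as 100% and buffer as basal.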
# mIDH1 inhibitor: blocks human mutant IDH1 R132H enzyme | IDH1-R132H enzyme, NADPH consumption, diaphorase/resazurin fluorescence | AID 602179 | 0.093% of 390,000 active | Potency, µM (highest dose often 76.6 µM), inactives show at the highest dose activity change, negative = inhibition, most hits filed as inhibitors; note: potency is the fitted concentration of half-maximal effect; % is set by controls: 0 for no effect and ±100 for the full control effect; nearly all actives have a fitted effect of over 65% in size
#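 IDH1-R132H (0.5 ug/mL dispensed) in pH 7.5 Tris buffer was preincubated 30 min with compound, then given a substrate mix of 0.016 mM NADPH and 2 mM alpha-KG for 80 min at room temperature; remaining NADPH was read by diaphorase/resazurin fluorescence.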
# Vif-A3F inh: Vif-A3F binding inhibition | Potency, µM (highest dose often 46.1 µM), for the others: top-dose activity, negative = active | 0.2% of 390,000 active | HeLa A3F-eYFP + Vif (tagged APOBEC3F with the HIV-1 protein that degrades it), YFP fluorescence increase; note: potency is the fitted concentration of half-maximal effect; % of control where 0% means no effect; nearly all actives have a fitted effect of over 65% in size
#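 HeLa cells stably expressing A3F-eYFP plus Vif, plated and incubated overnight at 37 deg C, then exposed to compounds overnight at 37 deg C. Blocked degradation read as raised yellow fluorescence (Ex 488/Em 500-530).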
# Vif-APOBEC3G blk: Vif-A3G binding inhibition; Q9HC16; Potency, µM (series often up to 46.1 µM), for inactives: at the top dose activity, negative = active, hits mostly inhibitors; 0.076% of 410,000 active; HeLa A3G-eYFP + Vif (tagged APOBEC3G with the HIV-1 protein that degrades it), YFP fluorescence, overnight;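 note: potency is the fitted concentration of half-maximal effect; % is set by controls: 0 for no effect and ±100 for the full control effect; nearly all actives have a fitted effect of over 60% in size; hits raise eYFP signal because A3G escapes Vif-driven loss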
# Target sequence (Q9HC16 whole entry, looked up): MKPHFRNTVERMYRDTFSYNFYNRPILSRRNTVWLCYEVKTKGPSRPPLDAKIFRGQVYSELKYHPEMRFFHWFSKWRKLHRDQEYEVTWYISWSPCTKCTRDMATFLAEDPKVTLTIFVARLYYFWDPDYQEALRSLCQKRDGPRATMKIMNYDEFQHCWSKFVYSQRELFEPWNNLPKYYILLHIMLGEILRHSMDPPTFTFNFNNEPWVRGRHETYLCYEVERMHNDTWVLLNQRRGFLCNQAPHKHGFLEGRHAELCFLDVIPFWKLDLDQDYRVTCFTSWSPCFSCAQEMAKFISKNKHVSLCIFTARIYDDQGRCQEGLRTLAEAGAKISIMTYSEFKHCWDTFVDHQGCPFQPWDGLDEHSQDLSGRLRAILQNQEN
#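 HeLa cells stably expressing Vif and C-terminally eYFP-tagged A3G, seeded overnight at 37 deg C, then exposed to compound by pintool overnight at 37 deg C. Rise in yellow fluorescence (Ex 488/Em 500-530, Acumen) marks blocked Vif-driven A3G degradation.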
# * hit, by the source's call; ? = inconclusive; / = no result given; & = joins results of further samples; [ ] = remark or other dose. Unless noted, calls come from the whole dose curve; as a rule, active = well fitted curve in the direction sought with a large enough effect; inconclusive = small, poorly fitted or top-dose-only effect, or another doubt; inactive = no such curve, though single readings can be large; an effect the other way counts as inactive or inconclusive.
entry	Structure	TrxR1 substrate	LDHA block	Glioma ERSR ind	PI4K2A block	USP1 inh	RXFP1 ag	mIDH1 inhibitor	Vif-A3F inh	Vif-APOBEC3G blk
1	CCN(CC)S(=O)(=O)c1ccc2c(c1)c(=O)c(C(=O)NCCN(C)CCc1ccccc1)cn2C	0%	-1	-3%	0	-7%	1.3%	3%	-5%	-6%
2	COc1ccc(S(=O)(=O)N2CCOCC2)cc1C(=O)N(C)CCOc1ccc(Cl)cc1	0%	-2	-4%	-3	-10%	-0.6%	5%	-3%	2%
3	Cc1cccn2c(=O)nc(SCC(=O)NCc3ccccc3Cl)nc12	6%[57.1 µM]	-5	-1%	3	3%	9.3%	16%	-15%	-2%
4	CCCSc1nc(SCC(=O)NCc2ccccc2)c2c3c(sc2n1)COC(C)(CC)C3 (stereo not drawn)	7%	1	-1%	0	-19%	0.8%	-2%	2%	0%
5	CCCn1c(O)c(N=Nc2ccc3ccccc3n2)c2ccccc21	-9%	-2	3%	-3	-17%	0.2%	6%	10%	1%
6	OC1CCN(c2c3c(nc4cc(-c5cccc(F)c5)nn24)CCCC3)CC1	22%	-8	0%	0	-9%	1.8%	-5%	-8%	1%
7	CC1CCc2nc3ccccc3c(C(=O)OCC(=O)N(C)C3CCS(=O)(=O)C3)c2C1 (stereo not drawn)	10%[57.1 µM]	-5	-6%	-2	-13%	-1.5%	11%	-10%	0%
8	Cc1ccc(CNC(=O)C2CCN(S(=O)(=O)c3ccc4[nH]c(=O)ccc4c3)CC2)cc1	-10%[57.1 µM]	1	5%	8	-14%	0.9%	-3%	-1%	0%
9	O=S(=O)(CC(c1ccccc1)N1CCCCC1)c1ccc(Cl)cc1 (stereo not drawn)	-6%	-3	-4%	3	-14%	2.8%	-6%	7%	1%
10	CCCCN(c1nc2ccccc2nc1Cl)S(=O)(=O)c1ccc(C)cc1	2%	-5	-4%	0	-18%	-2.2%	0%	?	-14%
11	O=c1c2ccccc2c(-c2ccccc2)nn1-c1ccccn1	-1%[57.1 µM]	-7	1%	-17	-11%	0.8%	-4%	6%	-1%
12	CSc1ccccc1NC(=O)c1ccc([N+](=O)[O-])cc1	-3%[57.1 µM]	-3	0%	3	-18%	-2.3%	4%	-2%	-1%
13	COc1ccccc1OCC(=O)Nc1cc(C)ccc1NC(=O)c1ccco1	-1%	-8	-3%	-5	-10%	0.7%	-2%	-7%	-2%
14	CC(OC(=O)c1ccccc1)C(=O)NCCC1=CCCCC1 (stereo not drawn)	1%	-1	1%	-1	-22%	1.4%	0%	-10%	5%
15	COC(=O)N1C(=O)[C@@](c2ccccc2)(C2CCCC2)N1C(=O)OC	-6%	-4	-6%	7	-14%	-1.2%	0%	2%	?
16	Cc1ccsc1C(=O)N(CC(C)C)c1c(N)n(Cc2ccccc2)c(=O)[nH]c1=O	12%	-6	-6%	-2	-6%	2.6%	10%	-25%	1%
17	CCOC(=O)/C=C/C(=O)OCC(=O)Nc1c(Cl)cccc1Cl	2%	-2	0%	-2	-17%	0.8%	3%	-1%	-3%
18	COCCNCCOc1ccc(C)cc1[N+](=O)[O-]	-8%	-22	-4%	2	-26%	-4.8%	5%	-17%	-11%
19	COc1ccc(NC(=O)CSc2nc(C(C)C)nc3c2c(=O)n(C)c(=O)n3C)c(OC)c1	3%	-2	-2%	5	-22%	1.7%	-10%	9%	-4%
20	O=C(O)C(Cc1ccccc1)n1cnnn1 (stereo not drawn)	4%[11.4 µM]	-15	-5%	3	0%	2.1%	3%	-3%	0%
21	CS(=O)(=O)N(CC(=O)N1CCc2ccccc2C1)Cc1ccc(Cl)cc1	-4%	6	-3%	3	-6%	-0.2%	6%	1%	2%
22	O=C(Nc1cccnc1)c1cc(-c2ccc(F)cc2)on1	1%	1	3%	-5	-22%	0.2%	1%	2%	1%
23	c1ccc(CNc2ncnc3c2oc2ccccc23)nc1	7%[0.457 µM]	-9	5%	-7	-7%	2.1%	0%	14%	1%
24	O=C(NCc1cccnc1)C(=O)NCC1CCCO1 (stereo not drawn)	8%[57.1 µM]	-6	-8%	-1	-13%	3.4%	29%	-6%	1%
25	O=C(CN1CCN(S(=O)(=O)c2ccc3ccccc3c2)CC1)Nc1ccc2c(c1)CCC2	3%	5	-3%	-8	-12%	-0.8%	7%	3%	1%
26	COC(=O)c1ccc(CON2C(=O)c3ccccc3C2=O)cc1	-10%	-5	0%	-1	8%	-1.5%	1%	-1%	2%
27	CCOc1ccc(OC(=O)c2sc3ncn(Cc4cccc(F)c4)c(=O)c3c2C)cc1	4%[57.1 µM]	1	0%	2	-20%	0.2%	-7%	-1%	0%
28	COC(=O)N1CCCc2cc(S(=O)(=O)NCc3ccccc3)ccc21	-3%	5	-5%	-6	-25%	0.1%	7%	5%	1%
29	COc1ccccc1OCc1ccc(C(=O)N/N=C/c2ccco2)cc1	0%	-7	-2%	-3	-12%	0.7%	-1%	-14%	-3%
30	Cc1ccc(NC(=O)C2CCN(S(=O)(=O)c3ccc(N4CCCC4=O)cc3)CC2)cc1Cl	-7%	-8&11	-8%	-4	-8%	2.7%	2%	-6%	-1%
31	CCOC(=O)C1(C)CCCN(C(=O)c2ccc(OC)c(OC)c2)C1 (stereo not drawn)	/	-10	0%	2	/	/	/	/	1%
32	Cc1ccc(CN2c3ccccc3-c3nc(SCC(=O)Nc4c(C)cc(C)cc4C)ncc3S2(=O)=O)cc1	9%[57.1 µM]	3	-1%	1	-19%	?	14%	-2%	-3%
33	Cc1cc(NC(=O)CCC(=O)N(CC(=O)NCC2CCCO2)c2cccc(F)c2)no1 (stereo not drawn)	4%[57.1 µM]	-7	-5%	0	-19%	1.1%	-1%	-5%	-3%
34	CC(C)N(Cc1ccccc1)C(=O)COC(=O)c1ccc(O)cc1	3%	0	-3%	-7	-22%	1.2%	0%	0%	-7%
35	Cc1ccc(S(=O)(=O)c2nnn3c2nc(N2CCC(C(N)=O)CC2)c2cc(Cl)ccc23)cc1C	19%	0	1%	-1	-1%	9.7%	-2%	-9%	-12%
36	Cc1cccc2cc(C#N)c(N3CCCC3)nc12	17%[57.1 µM]	3	-4%	3	-19%	4.4%	-3%	-8%	0%
37	O=C(CN1CCC(O)(c2ccccc2)CC1)Nc1ccc2c(c1)OCCO2	-3%[57.1 µM]	-11	-2%	0	-13%	-1.8%	1%	-9%	-1%
38	COC(=O)c1cn(C(=O)c2cc(OC)c(OC)c(OC)c2)c2ccccc12	3%	-5	-2%	-16	-24%	0.4%	-1%	-16%	-25%
39	FC(F)(F)c1ccccc1NC(=S)NC1CCN(Cc2ccccc2)CC1	-2%	-12	-4%	-12	-21%	0.7%	-9%	0%	1%
40	C=C1C=C(C(F)F)n2ncc(C(=O)NCCc3ccc(Cl)cc3)c2N1	3%	2	-1%	/	/	/	/	/	1%
41	O=[N+]([O-])c1nn(-c2ccccc2)n(O)c1=NC1CCN(Cc2ccccc2)CC1	29%	3	-2%	-2	-1%	3.3%	1%	0%	-1%
42	CCOC(=O)N1CCC(N2Cc3cccc(C(=O)Nc4cccc(F)c4)c3C2=O)CC1	5%[57.1 µM]	-5	-2%	1	-16%	-0.3%	-5%	-2%	0%
43	Cc1cc(C)c(C)c(OCCNCc2ccccc2)c1	7%[57.1 µM]	-19	-3%	3	-24%	0.0%	2%	-3%	2%
44	C=CCn1c(SCC(=O)Nc2ccccc2C)nc(O)cc1=O	4%	-3	-2%	2	-17%	-1.9%	-3%	1%	-6%
45	CCc1cc(=O)oc2cc(C)cc(OCC(=O)N3CCC(C(=O)O)CC3)c12	176%[activator]	-4	-2%	-2	-20%	9.5%	-8%	5%	2%
46	CC1CCN(C(=O)COC(=O)Cc2c[nH]c3ccccc23)CC1	-1%	4	-2%	-4	-17%	5.6%	10%	-6%	1%
47	COc1cccc(C2C(C#N)=C(N)N(N(C)C)C3=C2C(=O)CCC3)c1OC (stereo not drawn)	-1%	-3	-2%	4	-10%	4.2%	-15%	-10%	-6%
48	Cc1ccc(S(=O)(=O)NC(CC(C)C)C(=O)N2CCCCCCC2)cc1 (stereo not drawn)	-6%	-4	-4%	0	-22%	-0.5%	4%	-8%	-2%
49	O=C(Cn1cc([N+](=O)[O-])ccc1=O)Nc1ccc2c(c1)OCO2	-11%	-4	-2%	1	-10%	1.3%	-1%	1%	0%
50	COc1ccc(/C=N/NC(=O)c2cccc(NC(=O)c3ccccc3Cl)c2)cc1OC	-3%[57.1 µM]	-2	-1%	-1	-21%	0.0%	-7%	-4%	-16%
51	O=C1NC(=Nc2ccccc2)SC1Cc1cccc(Cl)c1Cl (stereo not drawn)	-6%	-12	-3%	6	-3%	1.5%	-1%	-1%	0%
52	Cc1noc(C)c1S(=O)(=O)Nc1ccc(C(=O)NC2CCCCCC2)cc1	-9%	-2	-6%	-1	-15%	0.6%	-2%	-9%	4%
53	CCCCCCn1c(N2CCN(c3ccccc3)CC2)nc2c1c(=O)[nH]c(=O)n2C	4%[57.1 µM]	4&4	?	9	-15%	3.4%	-16%	7%	0%
54	CCC(C)(C)NS(=O)(=O)c1cc(-c2cc(C)no2)ccc1C	-5%[57.1 µM]	-3	-4%	0	-23%	0.2%	-5%	3%	4%

# Screening data (PubChem)

# The list is partial; count on the stated rates, not on these rows.
